dFosB act: enhances mouse delta FosB homodimer DNA binding. P13346. purified delta FosB, TAMRA-CDK5 oligo fluorescence polarization; percent of positive-control signal above neutral wells. activation, % at 25 µM. 340,000 tested, 0.99% active;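 active = mean activation above about 17%, with every replicate also reaching it, limit read from the data, passing the limit was not always enough; inconclusive = only one of the two conditions met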;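 note: fluorescence polarization rise as delta FosB binds a TAMRA Cdk5 AP-1 oligo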
Target sequence (P13346 whole entry, looked up): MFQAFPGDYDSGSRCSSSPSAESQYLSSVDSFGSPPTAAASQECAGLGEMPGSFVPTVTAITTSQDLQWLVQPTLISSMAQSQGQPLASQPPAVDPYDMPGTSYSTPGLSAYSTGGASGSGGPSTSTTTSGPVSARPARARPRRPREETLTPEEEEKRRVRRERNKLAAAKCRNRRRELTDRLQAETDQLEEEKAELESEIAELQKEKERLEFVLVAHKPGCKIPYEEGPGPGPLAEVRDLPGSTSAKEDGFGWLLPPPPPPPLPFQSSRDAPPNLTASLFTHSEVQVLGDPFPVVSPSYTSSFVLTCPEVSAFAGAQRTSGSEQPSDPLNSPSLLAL
CAL PDZ FP-1: human CAL PDZ-peptide interaction inhibition | Q9HD26 | purified CAL PDZ, TMR-peptide fluorescence polarization, 1 h | inhibition, % at 20 µM | 330,000 tested, 0.02% active | AID 504414;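 active = highest replicate inhibition of at least 40%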;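 note: plate controls were DMSO neutral control wells for no effect and unlabeled competitor peptide control wells for full effect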
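Assay system – tagged CAL PDZ protein CerCALP, purified · Timing – 1 h at RT · Compound – single point, 20 µM · Measured by – fluorescence polarization from S- and P-plane intensities, G-factor corrected · Evaluation – inhibition from polarization loss · Probe or stimulus – TMR reporter peptide T*-PRC34 · Buffer or medium – pH 7.4 phosphate-saline buffer, reducing agent, detergent, IgG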
CAL PDZ FP-2: blocks peptide binding to the human CAL PDZ domain; Q9HD26; purified CAL PDZ, TMR-peptide fluorescence polarization, 1 h; inhibition, % at 24.9 µM; 300,000 tested, 0.92% active; AID 602252;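 active = mean inhibition of at least 30% with at least half of replicates also reaching 30%; inconclusive = no clear call, values can overlap the other calls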;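 note: 0% = DMSO neutral control and 100% = excess unlabeled competitor peptide PRC23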
MITF act: activators of MITF-driven TRPM1 promoter activity in SK-MEL-5 cells | SK-MEL-5 TRPM1-promoter luciferase, 24 h; % of positive control, neutral wells = 0 | activation, % at 12.5 µM | 300,000 tested, 0.75% active | AID 588334;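 active = mean activation of at least 80% with every replicate also reaching 80%; inconclusive = mean reaches 80% but some replicate falls short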;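 note: 0% = neutral control wells and 100% = parthenolide positive control wells; values of inactives mirror those of a sister screen read the other way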
Wnt bcat act: Wnt/beta-catenin pathway activation | AID 743398 | Wnt/beta-catenin reporter cell assay, activator, plate reader | activation, % at 9.35 µM | 300,000 tested, 1.2% active; in the data active = activation above about 30%, passing the limit was not always enough; inconclusive = no clear call, values can overlap the other calls;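 note: 0% = neutral control wells and 100% = positive control wells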
CDK5 p35 inh: blocks human CDK5/p35 kinase activity; Q00535+Q15078; inhibition, % at 10 µM; Recombinant CDK5/p35, ADP-Glo luminescence, 60 min; 330,000 tested, 0.01% active;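 active = highest replicate inhibition of at least 50% and at least 75% of replicates reaching 50%; inconclusive = only one of the two criteria met; inactive = both criteria failed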;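 note: plate controls were DMSO neutral control for no effect and GW8510 at 10 µM for full effect; many of its hits are not listed in these tables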
V-ATPase pHluor: alters yeast V-ATPase proton transport. S. cerevisiae, pHLuorin cytosolic pH fluorescence. response, % at 10 µM. 350,000 tested, 0.37% active; in the data active = response mostly above about 7.3%, no sharp cut-off; inactive = mostly below about 5.4%; note: actives read high; inactives centre near 0; some compounds called inactive have numbers as strong as hits; reference of the scale not given here
Tat transport: E. coli Tat transport inhibition; 340,000 tested, 0.036% active; inhibition, % at 10 µM; AID 488895; E. coli MC4100 TorA-mCherry Tat export, fluorescence;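 active = mean replicate inhibition at least 50% and at least half of replicates individually reaching 50%; inconclusive = only one of the two criteria met; inactive = neither criterion met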;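 note: exported cargo escapes ClpAP degradation while cytoplasmic cargo is degraded and loses fluorescence; 0% = median of neutral control wells and 100% = median of NaSCN control wells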
RTF Ca sens act: cardiac RTF calcium sensitization. P19429+P45379. IANBD-labeled TnC RTF fluorescence at EC20 calcium; 0% EC20 calcium, 100% full calcium. activation, % at 7.2 µM. 340,000 tested, 0.24% active. AID 493008;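 active = activation above the mean over all tested compounds plus 3 SD, cut at about 30% in these data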;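 note: rise in fluorescence read as greater calcium sensitivity of cardiac thin filaments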
Rtt109 Vps75: inhibitors of Candida albicans Rtt109/Vps75 histone acetyltransferase | Q5AAJ8 | purified Rtt109/Vps75, ThioGlo CoA-SH fluorescence, 4 h | inhibition, % at 34.9 µM | 330,000 tested, 0.16% active | AID 540336;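 active = inhibition of at least 50% in every replicate; inconclusive = best replicate reaches 50% inhibition but some replicates fall short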
Target sequence (Q5AAJ8 whole entry, looked up): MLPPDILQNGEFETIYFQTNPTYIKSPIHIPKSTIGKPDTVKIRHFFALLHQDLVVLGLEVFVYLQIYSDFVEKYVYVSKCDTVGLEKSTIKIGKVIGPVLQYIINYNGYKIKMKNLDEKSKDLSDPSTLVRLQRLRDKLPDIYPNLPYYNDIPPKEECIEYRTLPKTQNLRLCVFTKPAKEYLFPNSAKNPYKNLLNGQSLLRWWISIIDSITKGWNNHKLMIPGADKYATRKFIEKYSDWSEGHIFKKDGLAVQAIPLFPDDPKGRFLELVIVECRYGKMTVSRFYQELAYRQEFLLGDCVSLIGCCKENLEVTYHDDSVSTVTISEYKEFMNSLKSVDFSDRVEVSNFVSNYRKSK
* = called active by the depositor; ? = inconclusive; . = no result given.

SMILES	dFosB act	CAL PDZ FP-1	CAL PDZ FP-2	MITF act	Wnt bcat act	CDK5 p35 inh	V-ATPase pHluor	Tat transport	RTF Ca sens act	Rtt109 Vps75
COC(=O)[C@@H]1OC(=O)[C@H]2O[C@@]23[C@@]1(C)CC[C@@H]1[C@@]2(C)C=CC(=O)OC(C)(C)[C@@H]2CC(=O)[C@]13C	1	-0.6	-2	2	1	-2.1	-6	3	-2	1
O=C(Cn1cc(S(=O)(=O)Cc2ccccc2F)c2ccccc21)N1CCOCC1	-4	-1.0	0	5	1	0.7	-4	8	5	-3
CCOC(=O)c1c(C)[nH]c(C(=O)COC(=O)CNC(=O)c2ccccc2Cl)c1C	-7	-0.8	.	12	22	0.6	-1	4	-7	3
COc1ccc(N(CC(=O)Nc2nc3ccc(C)cc3s2)S(=O)(=O)c2c(C)nn(C)c2C)cc1	8	-1.6	.	.	3	-0.2	-3	1	0	1
O=C(COC(=O)c1cc(Cl)ccc1O)c1ccc2c(c1)OCO2	5	-2.8	-4	?	?	0.9	0	0	-6	-5
O=C(CNC(=O)c1ccc(-c2ccccc2)cc1)Nc1ccc(S(=O)(=O)Nc2ncccn2)cc1	25*	-3.0	-2	6	2	-0.3	-2	-3	2	-14
CCOc1ccc2[nH]cc(S(=O)(=O)c3ccc(C)cc3)c(=O)c2c1	3	-0.5	4	9	0	4.6	-1	-4	8	-10
CCc1nn(CC(=O)NCCCN(C)C2CCCCC2)c(=O)c2cc3occc3n12	2	-1.1	-1	3	.	0.5	-2	1	-5	4
Cc1ccccc1OCC1Cn2c(nc3c2c(=O)n(C)c(=O)n3C)O1 (configuration not stated)	-3	-0.2	0	.	-3	-1.3	0	-1	-2	-2
O=C(c1cc2ccccc2oc1=O)N1CCOCC1	2	0.2	8	63	35*	0.8	0	-4	-3	-9
CCCCCC(=O)Nc1ccc(S(=O)(=O)Nc2ccc(Cl)nn2)cc1	-14	-3.7	-7	0	.	-1.9	-3	-2	-3	.
COc1ccc(CC(=O)Nc2ccc(N3CCOCC3)cc2)cc1S(=O)(=O)N1CCOCC1	-2	-0.7	-3	0	2	-2.4	6	-4	0	-2
CCCCC(c1nnnn1Cc1ccco1)N1CCN(c2nc3ccccc3s2)CC1 (configuration not stated)	-10	-2.1	-5	4	-9	-1.3	-4	4	-5	13
Nc1nnc(SCC(=O)Nc2ccc3c(c2)OCCO3)s1	-5	-0.6	3	15	8	2.2	-7	-5	1	1
CCOc1ccc(-c2nnc(NC(=O)Cc3ccc(OC)cc3)o2)cc1	-12	-2.6	0	19	1	-0.5	2	7	1	2
COc1cc(C(=O)OCC(C)=O)ccc1OCc1c(C)noc1C	0	-0.8	1	-14	-1	1.6	-1	-9	-8	-2
O=C(Cn1nnc(-c2ccccc2NC(=O)c2ccco2)n1)NC1CCCCC1	2	-0.4	-2	-10	-2	-0.2	4	6	5	3
COc1ccccc1NC(=O)CCN1C(=O)/C(=C\c2cc(OC)c(OC)c(OC)c2)SC1=S	-5	0.0	5	4	2	-0.4	-3	-2	-5	-2
Cc1ccccc1N1C(N)=NC(N)=NC1(C)C	0	1.2	.	1	-1	-0.8	-4	-2	-3	11
C[C@]12c3[nH]c4cc(-c5ccco5)ccc4c3CCN1C(=O)[C@@H](CC(=O)NCc1cccc(C(F)(F)F)c1)C[C@@H]2C(=O)N1CCCCC1	-24	-0.8	-2	-3	-6	1.3	0	4	-1	5
CCOCCc1c(O)nc(SCCOc2ccc(C)c(C)c2)[nH]c1=O	-2	-0.7	3	-1	-1	-1.3	-4	-4	4	-12
Cc1ccc(OCc2cc(C(=O)N(C)CC3CCOCC3)no2)cc1C	-4	-0.4	-10	96*	17	-1.3	9	-6	10	13
COc1cc(CC(=O)Nc2ncc(C)s2)cc(OC)c1OC	0	0.0	2	8	5	-3.0	0	5	-3	-2
COc1cc(CCC(=O)OCc2nnc(-c3ccccc3)o2)cc(OC)c1OC	1	.	-2	8	-1	1.5	-3	0	1	1
C=CCn1c(SCC(=O)NC2CCCC2)nnc1-c1ccncc1	-2	-0.5	-3	11	0	-1.3	3	-8	-6	-2
O=C(CCn1nc(-c2ccc(F)cc2)ccc1=O)NCc1ccccc1	1	1.1	1	0	2	0.2	-4	-3	-4	-3
CCOc1ccc(CNCc2cccnc2)cc1	3	.	-5	.	0	-0.7	-1	-4	10	7
CCCc1nnc(NC(=O)COC(=O)c2cc(C)nc3ccccc23)s1	-14	-2.6	1	-7	-2	5.2	-4	-6	4	-2
O=S(=O)(/C=C/c1ccccc1)NCc1ccccc1Cl	-6	-4.1	-2	-16	2	1.9	-3	8	-1	7
O=C(NCCc1ccccc1)c1ccc2c(c1)OCCO2	7	-3.1	-4	-88	-2	-3.0	2	-4	-4	-10
COc1cccc(CNC(=O)C2CCN(S(=O)(=O)c3cnc[nH]3)CC2)c1	-2	1.3	-6	4	.	-2.1	-2	6	13	-7
CC(=O)c1cccc(NC(=O)C2COc3ccccc3O2)c1 (configuration not stated)	-3	-2.2	.	.	9	-1.4	-5	-1	0	6
CC(C)CC1CCCCC1OC(=O)CN1CCCCC1 (configuration not stated)	-3	-2.8	1	-4	-2	-0.5	5	-7	3	5
CC1Cc2ccccc2N1C(=O)CO/N=C/c1ccc(OC(F)F)cc1 (configuration not stated)	-11	-2.5	7	-1	-3	1.7	4	-3	0	1
CC(C)C(=O)NC(Nc1cccc2cccnc12)C(Cl)(Cl)Cl (configuration not stated)	-3	-1.4	-2	-4	.	0.0	0	-8	-3	-1
CCCn1c(SCC(=O)N2CCCCC2)nnc1C(C)C	-2	.	-8	-2	-1	1.3	2	-10	-2	-3
O=C(CCC(=O)N1CCOc2ccc(Cl)cc21)NCCN1CCOCC1	2	0.7	.	.	0	-0.8	-5	1	3	-3
Fc1c(F)c(F)c(SCn2cc(Br)cn2)c(F)c1F	6	-1.1	-2	-1	-1	0.5	1	-1	-3	-10
CCn1c(O)c(N=NC(=O)CNc2ccc(C)cc2)c2ccccc21	-9	0.1	0	-18	-1	-0.4	.	-10	1	.
CCc1nnc(NS(=O)(=O)c2ccc(NS(=O)(=O)c3ccccc3)cc2)s1	-4	-2.4	-1	-6	-5	1.7	4	4	-2	-7
CCN(CC)S(=O)(=O)c1ccc(F)c(C(=O)OC2CC(C)OC2=O)c1 (configuration not stated)	-1	-2.1	-2	6	-1	1.6	5	-12	-5	-3
CCCCOC(=O)c1ccc(NC(=O)CN2C(=O)NC3(CCCCCC3)C2=O)cc1	-17	-0.5	-2	3	-1	-1.4	1	15	-3	-4
N#Cc1ccc(/C=N/NC(=O)c2cccc(S(=O)(=O)N3CCOCC3)c2)cc1	2	0.7	-2	-13	-2	-1.9	1	-8	-3	5
Cc1ccc(Cn2nnnc2CN2CCC(O)(c3ccccc3F)CC2)cc1	-3	-0.7	-4	1	-2	1.8	0	0	-5	4
CCOC(=O)C(C)Sc1nc(-c2ccccc2)nc2ccc(F)cc12 (configuration not stated)	-7	-2.0	-3	.	.	2.4	-2	-9	5	5
CCCn1c(SCC(=O)N(C)CC(=O)Nc2ccc(Cl)cc2)n[nH]c1=O	3	0.2	10	3	0	-1.0	-2	-3	2	-3
CCc1c(C2(O)CCCCC2)[nH]c2ccc(C#N)cc12	-7	-2.4	-6	9	0	-1.9	1	-16	0	2
CCOc1ccc2[nH]c3c(NCC(C)C)ncnc3c2c1	0	-0.8	81*	14	.	0.1	2	-7	11	.
O=C(NCC1([N+](=O)[O-])CN(C(=O)c2ccccc2)CN(C(=O)c2ccccc2)C1)c1ccccc1	-4	1.0	4	-4	0	0.0	1	-4	-2	-4
CN(C)c1ccc(/C=N/Nc2ccc(-n3ccnc3)nn2)cc1	-1	1.8	.	28	.	-0.5	-3	0	-2	4
O=[N+]([O-])c1ccc(O)c2cccnc12	3	0.2	6	-2	-8	-2.3	0	-13	3	0
O=C(NCc1csc2ccccc12)Nc1cc(Cl)cc(Cl)c1	-6	-0.3	29	6	-2	1.3	3	10	21	1
CCOCCCN1C(=O)CN(C2CCCCC2)C(=O)C1c1ccc(OCC)c(OC)c1 (configuration not stated)	-2	0.1	-4	4	.	-1.7	-4	2	2	-6
Cc1ccc(C(O)(COC(=O)C(C)C)COC(=O)C(C)C)c(O)c1	-9	-0.4	-5	-11	2	-1.5	3	2	-2	14
CCC(CC)NC(=O)c1ccc2c(c1)OCCO2	0	0.0	-7	-2	.	-0.5	2	5	2	-16
CC(=O)N1CCc2cc(Br)cc(S(=O)(=O)NCCCN(C)Cc3ccccc3)c21	-5	-1.4	-2	.	-1	0.9	-4	-3	-11	-8
CCn1c(SCC(=O)Nc2cccc(F)c2)nnc1-c1cc2cc(Br)ccc2o1	2	-1.1	-1	18	2	0.9	-3	-3	-7	3
COc1cccc(NC(=O)CC(C)=O)c1	-5	0.9	-2	3	-1	0.1	0	-10	-2	6
Cc1ccccc1N1CC(C(=O)Nc2nnc(SCC(=O)Nc3nccs3)s2)CC1=O (configuration not stated)	-5	-1.8	-6	-13	.	-0.4	1	5	-6	-4
C=CCc1ccccc1OCCCCN1CCCC1	0	-1.1	-2	-8	.	1.3	0	-15	5	-14

Three compounds from above, arranged by the value under dFosB act, ascending:
structure	dFosB act
COc1cccc(NC(=O)CC(C)=O)c1	-5
CCOCCCN1C(=O)CN(C2CCCCC2)C(=O)C1c1ccc(OCC)c(OC)c1 (configuration not stated)	-2
CN(C)c1ccc(/C=N/Nc2ccc(-n3ccnc3)nn2)cc1	-1

Continued.
SMILES	dFosB act	CAL PDZ FP-1	CAL PDZ FP-2	MITF act	Wnt bcat act	CDK5 p35 inh	V-ATPase pHluor	Tat transport	RTF Ca sens act	Rtt109 Vps75
Cn1ncc(C(=O)Nc2ccc(Cl)cc2)c1C(F)(F)F	1	-2.0	-2	.	-1	1.1	3	-8	.	-9
COc1ccc(C(=O)Nc2ccccc2C(=O)NCc2ccco2)cc1	-15	-1.6	-5	6	1	1.1	8	-1	0	20
CC(C)(C)n1nc2c(c1NC(=O)Cc1ccccc1)CS(=O)(=O)C2	-2	-0.5	10	-5	2	0.1	0	-7	4	4
COCC(=O)Nc1ccc(C(N)=O)cc1	-5	-0.8	8	.	3	3.6	3	1	0	-6
CCOC(=O)c1cnc(SCc2nc(N)nc(Nc3ccc(F)cc3)n2)nc1N	?	0.6	.	32	.	3.5	0	-1	-5	7
CCC(C)c1ccc(NC(=O)C2CCN(c3ncccn3)CC2)cc1 (configuration not stated)	-5	-2.1	-1	1	-9	-1.6	9	4	-2	4
NC(=O)C1(N2CCCCC2)CCN(C2CC(=O)N(Cc3ccc(N4CCCC4=O)cc3)C2=O)CC1 (configuration not stated)	-5	-1.8	-2	.	-4	-1.5	0	4	1	.
Cc1c(C(Nc2ccccn2)c2ccccc2)c(=O)n(-c2ccccc2)n1C (configuration not stated)	-6	-0.2	2	4	-2	0.6	2	-5	-7	-5

High-throughput results from PubChem.
